# Rtt109 Vps75: blocks Candida albicans Rtt109/Vps75 acetyltransferase activity; inhibition, % at 34.9 µM; AID 540336; actives 0.16% (n = 330,000); purified Rtt109/Vps75, ThioGlo CoA-SH fluorescence, 4 h;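 active = inhibition of at least 50% in every replicate; inconclusive = best replicate reaches 50% inhibition but some replicates fall short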
# Target sequence (Q5AAJ8 whole entry, looked up): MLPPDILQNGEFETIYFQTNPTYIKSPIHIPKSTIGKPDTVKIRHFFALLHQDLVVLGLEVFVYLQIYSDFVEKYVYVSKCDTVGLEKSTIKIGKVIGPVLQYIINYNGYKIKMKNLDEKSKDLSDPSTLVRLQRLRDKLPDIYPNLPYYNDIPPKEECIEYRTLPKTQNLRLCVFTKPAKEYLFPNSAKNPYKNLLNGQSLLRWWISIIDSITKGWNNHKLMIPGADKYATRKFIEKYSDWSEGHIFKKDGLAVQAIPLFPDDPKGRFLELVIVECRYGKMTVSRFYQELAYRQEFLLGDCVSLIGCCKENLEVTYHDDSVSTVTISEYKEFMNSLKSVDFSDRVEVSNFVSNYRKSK
# SR-BI DiI-HDL act: enhances SR-BI lipid uptake from DiI-HDL; CHO ldlA[mSR-BI] cells, DiI-HDL uptake fluorescence, 3 h; 100 = double the neutral-control signal; activation, % at 12.5 µM; actives 0.096% (n = 320,000); AID 504775;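 active = mean replicate activation of at least 60% and every replicate at or above 60%; inconclusive = mean or all-replicate condition met, but not both; inactive = mean below 60% and not all replicates reaching 60%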;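 also: 0% = median plate neutral-control signal and 100% = twice that signal; values of inactives mirror those of a sister screen read the other way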
#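 Assay system: CHO ldlA[mSR-BI] cells, LDL receptor-null, SR-BI overexpressing; medium: Ham's F12 with 0.5% BSA, HEPES 25 mM, pH 7.4; also added: DiI-HDL 10 µg/mL; timing: 3 h uptake period with compound, 37 °C; signal: DiI fluorescence, bottom read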
# PvdQ acylase: P. aeruginosa PvdQ acylase inhibition; actives 0.063% (n = 340,000); purified PvdQ acylase, fluorescence plate reader; inhibition, % at 10 µM; in the data active = inhibition above about 30%, passing the limit was not always enough; inconclusive = no clear call, values can overlap the other calls;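 also: 0% = vehicle neutral wells and 100% = reference inhibitor wells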
# MITF TRPM1 HTS: MITF TRPM1 promoter activation in melanoma cells; activation, % at 12.5 µM; SK-MEL-5 TRPM1-promoter luciferase, 24 h; % of positive control, neutral wells = 0; actives 0.75% (n = 300,000);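 active = mean activation of at least 80% with every replicate also reaching 80%; inconclusive = mean reaches 80% but some replicate falls short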;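 also: 0% = neutral control wells and 100% = parthenolide positive control wells; values of inactives mirror those of a sister screen read the other way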
# HTR5A ag ctr: activates human HTR5A in OPRM1-OPRD1 agonist counter-screen; AID 504692; HTR5A agonist assay, luminescence, cell-based; activation, % at 9.3 µM; P47898; actives 0.61% (n = 340,000); in the data active = activation mostly above about 9.5%, no sharp cut-off; inactive = mostly below about 7.6%;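 also: 0% = cells with vehicle only and 100% = reference agonist; strong numbers were not always called active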
# dFosB act: enhances mouse delta FosB homodimer DNA binding. activation, % at 25 µM. actives 0.99% (n = 340,000). purified delta FosB, TAMRA-CDK5 oligo fluorescence polarization; percent of positive-control signal above neutral wells;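 active = mean activation above about 17%, with every replicate also reaching it, limit read from the data, passing the limit was not always enough; inconclusive = only one of the two conditions met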;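 also: fluorescence polarization rise as delta FosB binds a TAMRA Cdk5 AP-1 oligo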
# RTF Ca sens act: cardiac RTF calcium sensitization | IANBD-labeled TnC RTF fluorescence at EC20 calcium; 0% EC20 calcium, 100% full calcium | activation, % at 7.2 µM | actives 0.24% (n = 340,000) | AID 493008;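 active = activation above the mean over all tested compounds plus 3 SD, cut at about 30% in these data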;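 also: rise in fluorescence read as greater calcium sensitivity of cardiac thin filaments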
# CDK5 p35 inh: blocks human CDK5/p35 kinase activity; Q00535+Q15078; Recombinant CDK5/p35, ADP-Glo luminescence, 60 min; actives 0.01% (n = 330,000); AID 488839; inhibition, % at 10 µM;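 active = highest replicate inhibition of at least 50% and at least 75% of replicates reaching 50%; inconclusive = only one of the two criteria met; inactive = both criteria failed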;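 also: plate controls were DMSO neutral control for no effect and GW8510 at 10 µM for full effect; many of its hits are not listed in these tables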
# Wnt act: activates Wnt/beta-catenin signaling in a reporter cell assay. activator, plate reader. activation, % at 9.35 µM. actives 1.2% (n = 300,000). AID 743398; in the data active = activation above about 30%, passing the limit was not always enough; inconclusive = no clear call, values can overlap the other calls;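 also: 0% = neutral control wells and 100% = positive control wells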
# SR-BI HDL uptake: mouse SR-BI HDL lipid transfer inhibition; Q61009; ldlA[mSR-BI] CHO cells, DiI-HDL uptake fluorescence, 3 h; inhibition, % at 12.5 µM; actives 0.96% (n = 320,000); AID 488896;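 active = mean replicate inhibition of at least 70% and a set share of replicates each scoring 70 or more; inconclusive = meets just one of the two criteria; inactive = fails both criteria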;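 also: 0% = median of neutral control wells and 100% = median of positive control wells; values of inactives mirror those of a sister screen read the other way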
# Target sequence (Q61009 whole entry, looked up): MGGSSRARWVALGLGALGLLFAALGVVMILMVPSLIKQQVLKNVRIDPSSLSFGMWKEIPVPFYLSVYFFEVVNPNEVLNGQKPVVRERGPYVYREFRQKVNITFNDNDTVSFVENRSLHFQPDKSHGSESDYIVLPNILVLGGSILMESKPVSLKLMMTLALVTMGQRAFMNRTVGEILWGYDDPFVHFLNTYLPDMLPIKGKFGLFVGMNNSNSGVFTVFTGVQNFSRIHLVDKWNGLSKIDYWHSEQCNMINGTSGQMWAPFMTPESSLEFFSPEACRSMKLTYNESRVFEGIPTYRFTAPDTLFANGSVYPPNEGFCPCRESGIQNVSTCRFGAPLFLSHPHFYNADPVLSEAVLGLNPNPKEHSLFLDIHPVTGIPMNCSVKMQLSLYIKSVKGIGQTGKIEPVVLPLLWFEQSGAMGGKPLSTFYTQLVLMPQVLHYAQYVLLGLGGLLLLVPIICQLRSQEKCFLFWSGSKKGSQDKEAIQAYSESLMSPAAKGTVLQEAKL
# * marks the source's active call; other numbers are inactive results; ? = inconclusive; / = not tested or not shown; + = active, no number. The order is random. About 4.4% of those tested had a hit in this group.
# The line under a structure holds: CDK5 p35 inh	SR-BI DiI-HDL act	Wnt act	RTF Ca sens act	SR-BI HDL uptake	dFosB act	PvdQ acylase	MITF TRPM1 HTS	Rtt109 Vps75	HTR5A ag ctr
1. Cc1cccn2c(=O)c3cc(C(=O)NCCN4CCOCC4)c(=N)n(CCc4ccccc4)c3nc12
    -0.4	/	/	-3	/	?	-16	14	-304	0
2. Cc1cnc(C(=O)OCC(=O)NC(=O)NC(C)C)cn1
    -0.5	/	/	2	17	1	-12	11	-14	2
3. CCSc1nnc(NC(=O)[C@H](C)NC(=O)c2ccccc2Cl)s1
    0.0	7	0	-2	-7	4	-5	4	5	0
4. CC(=O)c1ccc(Nc2nc(=O)c3cccnc3s2)cc1
    0.5	7	8	-1	-7	-1	3	43	-6	-4
5. CC(C)CC(NC(=O)C1CCC(C)CC1)C(=O)NCCN1CCOCC1 (stereo unspecified)
    1.2	/	-3	1	/	-2	-14	2	-1	4
6. O=[N+]([O-])c1ccc(NNC(=S)Nc2ccccc2)cc1
    2.8	-65	/	6	65	-7	-10	9	9	-3
7. CSc1nc2ccc3nc(NC(=O)c4ccc(C)cc4)sc3c2s1
    2.3	-4	0	-5	4	2	-19	-4	-7	5
8. COc1ccc(OC)c(C(C)NC(=O)c2ccco2)c1 (stereo unspecified)
    -2.1	-1	/	-4	1	1	-7	-1	2	1
9. COCCN(C(=O)C(C)C)c1nnc(-c2cccc(C)c2)s1
    -0.7	-31	-3	-1	31	-8	-14	10	5	-1
10. COc1ccc(C(=O)CSc2nc3ccccc3n2CC(=O)c2ccccc2)cc1
    0.9	-4	0	-5	4	-15	-9	10	-2	5
11. COc1cccc2cc(C(=O)NCc3ccc(C)cc3)c(=O)oc12
    -0.1	13	/	-1	-13	-10	-10	22	-1	-1
12. COc1ccc(C(=O)Nc2ccc(Cl)cc2C(=O)N2CCOCC2)cc1
    0.6	-1	2	1	1	2	-9	-3	-2	-2
13. Cc1ccc(S(=O)(=O)CCC(=O)N(C)C2CCCCC2)cc1
    -3.0	9	1	-6	-9	7	-15	-6	-4	-1
14. CC1CC1C(=O)OCC(=O)NNC(=O)c1ccc([N+](=O)[O-])cc1 (stereo unspecified)
    -1.7	7	-1	1	-7	-4	-7	-9	13	3
15. Cn1c(CC(=O)Nc2ccc(Cl)c(Cl)c2)nnc1SCC(=O)N1CCN(c2ccccc2)CC1
    -0.2	-28	-4	0	28	-5	-9	12	-10	2
16. CCc1cc2cccc(C)c2nc1SCC(=O)Nc1cc(C)on1
    0.0	5	-14	-9	-5	0	-10	-4	1	8
17. CCOc1ccc(Cn2c(=O)sc3ccccc32)cc1OC
    0.4	-18	-8	3	18	-10	-8	3	3	6
18. Cc1ccc(/C=C2\NC(=S)NC2=O)cc1[N+](=O)[O-]
    0.4	23	4	2	-23	11	-15	10	-6	1
19. COc1ccc(OC)c(NC(=O)CCc2nnc3ccc(N4CCC(C)CC4)nn23)c1
    -0.5	-31	-3	-2	31	-6	11	1	5	2
20. COc1ccc(CC(=O)NCc2ccc3c(c2)cc(C)n3C)cc1
    0.2	-4	-2	4	4	-16	8	8	-4	3
21. COc1cccc(OC)c1C(=O)Nc1ccc(CN2CCCCC2)cc1
    -0.8	16	-1	0	-16	3	-9	/	-13	4
22. CCN(C[C@H]1N[C@@](Cc2ccccc2)(C(=O)OC)[C@H]2C(=O)N(Cc3ccccc3)C(=O)[C@@H]12)C(=O)NC(C)C
    0.5	11	-2	0	-11	-9	-8	-1	-3	-1
23. COc1cc(C(=O)NCCCOC(C)C)ccc1OC1CCN(C(C)=O)CC1
    0.9	14	-1	0	-14	-6	-14	-7	6	2
24. COc1ccc(C(CNC(=O)c2cccc(S(=O)(=O)Nc3ccc(Br)cc3)c2)N(C)C)cc1 (stereo unspecified)
    0.3	24	4	0	-24	14	-14	/	0	5
25. CC(=O)ON1C(C)(C)Cc2noc(N)c2C1(C)C
    0.8	11	/	0	-11	0	4	-10	-3	2
26. CCc1ccccc1NC(=S)N(CCN(C)C)C(C)c1ccccn1 (stereo unspecified)
    -2.1	28	/	-4	-28	-2	-3	12	20	-4
27. CS(=O)(=O)N(CC(N)=O)c1cccc(Br)c1
    0.0	22	/	-1	-22	2	-14	-4	2	2
28. CN(C(=O)COC(=O)c1ccc(Cl)s1)C1(C#N)CCCCC1
    1.6	19	-1	3	-19	-5	12	-5	4	3
29. COc1ccccc1CCC(=O)N(C)C1CCCN(Cc2ccccc2F)C1 (stereo unspecified)
    -0.7	-19	-5	-1	19	-5	-1	5	9	9
30. COC(=O)c1ccccc1NC(=O)C(C)n1nc(C)c2c(C)n(-c3ccccc3)nc2c1=O (stereo unspecified)
    /	-26	-2	-4	26	-4	3	-20	17	3
31. CC(=O)C1=C(O)CC(C)(C)CC1=NCCc1nc2ccccc2[nH]1
    -0.1	18	-2	1	-18	-3	18	-4	-2	2
32. Cc1cc(C)nc(NS(=O)(=O)c2ccc(NC(=O)c3cc4c(=O)n5cccc(C)c5nc4n3C)cc2)n1
    -1.3	14	/	5	-14	-10	-10	1	0	-1
33. CCCCNC(=O)NS(=O)(=O)c1ccc(C)cc1
    0.0	10	-2	-6	-7	0	-5	-7	4	2
34. CCCN1CCN(C(=O)CCNC(=O)Cn2cnc3ccccc3c2=O)CC1
    1.7	/	-1	3	/	2	-6	-9	6	3
35. O=C(Nc1ccc2oc(-c3cccnc3)nc2c1)c1ccc(Br)o1
    1.6	-58	2	2	58	-9	-28	-10	-4	0
36. C=CCOc1ccc2nnc(C)n2n1
    -0.1	-1	1	-7	1	0	11	6	/	0
37. COc1ccc(CNC(=O)COC(=O)c2ccc(C)c(S(=O)(=O)N3CCOCC3)c2)cc1
    -1.9	1	-2	2	-1	-10	-5	-10	4	-1
38. CCOC(=O)c1cnn(-c2nc(-c3ccccc3)nc3c2COC(C)(C)C3)c1N
    2.1	/	-1	-4	/	-8	-7	-3	-3	3
39. O=C(CCCn1c(SCC(=O)c2ccc(F)cc2)nc2ccccc2c1=O)NCc1ccccc1
    -1.3	1	/	4	-1	-1	-16	/	0	8
40. O=C(CCc1c[nH]c2ccccc12)NCc1ccncc1
    1.5	/	1	-7	/	2	7	-10	-4	-4
41. COCCCN1C(=O)c2ccc(C(=O)Nc3ccc(OC)cc3OC)cc2C1=O
    1.6	-12	/	-4	12	5	-16	0	-3	0
42. COc1cc(CC(=O)Nc2nc(C)cs2)cc(OC)c1OC
    3.4	0	-2	0	0	6	-12	-11	7	-4
43. CC(=O)Oc1ccc2c(c1)Oc1cc(OC(C)=O)ccc1C21OC(=O)c2ccccc21
    -2.1	21	/	+	-21	0	-8	-8	-9	11
44. COC(CN(C)C(=O)C1CCC(CNS(=O)(=O)c2ccc(C)cc2)CC1)OC (stereo unspecified)
    0.6	6	-3	-3	-6	-3	-10	5	-3	5
45. CCN(Cc1cc2ccccc2[nH]c1=O)S(=O)(=O)c1ccccc1
    0.3	7	-4	-2	-7	-6	-11	10	4	4
46. CNC(=S)Nc1ccc2nc(C)oc2c1
    0.4	6	0	-7	-6	-7	11	-1	-1	0
47. O=C(NN1C(=O)C2C3C=CC(C4CC34)C2C1=O)c1cccc(Cl)c1 (stereo unspecified)
    0.4	-9	0	4	9	6	-4	3	-2	5
48. CSc1cccc(NS(=O)(=O)c2ccc3c(c2)CCN3C(C)=O)c1
    0.1	-22	-5	-4	22	3	-15	-25	11	-2
49. CC1(C)CC(N2CCCC2)=CC(=[N+]2CCCCCC2)C1
    0.0	7	-10	7	-7	1	13	-49	8	2
50. CCOc1ccc(-n2c(N)c(-c3nc4ccccc4n3C)c3nc4ccccc4nc32)cc1
    1.4	-51	-2	6	51	2	-9	-19	-3	5
51. COc1cc(C(=O)c2nccc3cc(OC)c(OC)cc23)c([N+](=O)[O-])cc1OC
    -2.9	-3	3	9	3	0	-9	1	8	8
52. CCOc1cc(N2CCOCC2)c(OCC)cc1NC(=O)COC(=O)CCOc1cc(C)ccc1C
    1.5	12	-2	-16	-12	-7	-9	-8	-6	1
53. CCSC1=N/C(=C\c2ccccc2)C(=O)N1c1ccc(OC)cc1
    1.9	-62	1	2	62	-5	-4	6	-11	-3
54. COc1ccc(OC)c(-n2c(=S)[nH]c3c(sc(=S)n3-c3ccccc3C)c2=O)c1
    -2.9	-1	-1	2	1	-19	-10	8	-3	2
55. COc1ccc(/C=C(\NC(=O)c2ccccc2)C(=O)NCCN2CCOCC2)cc1OC
    3.2	/	-3	-5	/	3	1	7	-3	1
56. CCn1cc(C(=O)N2CCN(c3ccccc3F)CC2)c(=O)c2ccc(C)nc21
    -0.8	2	-2	-5	-2	2	-7	-1	12	9
57. Cc1nc(NC(=O)c2ccccc2)sc1-c1csc(NCc2ccco2)n1
    1.3	-46	/	3	46	-6	-7	-11	-2	-3
58. O=C(Nc1ccccc1)[C@@H]1[C@@H]2C(=O)N(c3ccc(F)cc3)C(=O)[C@@H]2[C@H]2C=CC=NN21
    -0.5	3	25	1	-3	-4	-11	/	1	-1
59. Cc1[nH]ccc(=O)c1OC1OC(CO)C(O)C(O)C1O (stereo unspecified)
    -1.0	57	0	-5	-57	-2	-7	0	-1	-4
60. COc1ccccc1OCc1ccc(C(=O)OCC2CCCO2)o1 (stereo unspecified)
    1.3	-28	/	2	28	5	4	11	-2	-2

# Later entries:
# The line under a structure holds: CDK5 p35 inh	SR-BI DiI-HDL act	Wnt act	RTF Ca sens act	SR-BI HDL uptake	dFosB act	PvdQ acylase	MITF TRPM1 HTS	Rtt109 Vps75	HTR5A ag ctr
61. Cc1ccc(N2C(=O)NC(NC(=O)c3ccc(Cl)cc3)(C(F)(F)F)C2=O)cc1 (stereo unspecified)
    0.0	-6	-5	8	6	-2	-2	-9	3	-2
62. C=CCNc1nc(C(=O)OCC(=O)c2ccc(Cl)cc2)cs1
    1.2	-15	-4	-12	15	-12	1	14	7	-7
63. CN1CC(=O)N(CC(=O)Nc2ccc3c(c2)CCC3)C1=O
    0.6	6	5	5	-6	4	-14	18	-4	-2
64. O=C(Nc1ccncc1)C1CC(=O)N(c2ccc(F)cc2)C1 (stereo unspecified)
    5.6	1	-2	1	-1	-3	-9	4	-2	7
65. O=C(N1CCCCC1)N1CCN(c2ccc(Cl)cc2)CC1
    0.1	-9	/	7	9	0	-9	-6	-8	-7
66. CCCCSC(=S)NC1CCS(=O)(=O)C1 (stereo unspecified)
    0.9	0	-2	7	0	-4	-9	-38	3	3
67. COc1ccc([N+](=O)[O-])cc1N(CC(=O)NCCCOC(C)C)S(C)(=O)=O
    -0.4	-3	-2	-4	3	-7	-4	1	-2	0
68. Cc1ccc(Cl)cc1NC(=O)COC(=O)CC(C)(C)C
    -0.2	32	-2	2	-32	-1	2	8	-2	-3
69. CCn1c(SC)nc2cc(S(=O)(=O)N3CCCCC3)ccc21
    0.8	2	-3	2	-2	-4	-15	-11	-7	8
70. O=C(NCc1nc2ccccc2[nH]1)c1cccc(S(=O)(=O)N2CCOCC2)c1
    -0.4	25	/	2	-25	-1	-12	-11	-7	0
